# Yfh1-depleted yeast = enhancers of respiration in Yfh1-depleted yeast, dose response, Friedreich's ataxia, plus single-dose screen (AID 1465); S. cerevisiae Yfh1-off respiration, WST-1 reduction, 72 h; higher fold induction means a stronger effect; fold induction at 50 µM; hits with a dose series show EC50 in µM; 220,000 compounds, 0.074% hits;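 active means fold induction of absorbance versus untreated yeast above a set limit, then at least 30% activation at any dose in follow-up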;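 further: activators that raise dye reduction in frataxin-depleted yeast; strong numbers were not always called active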
# TNAP activators = human TNAP enzyme activators, primary screen, biochemical, luminescent, no phosphate acceptor, uHTS (AID 1001); purified TNAP, luminescent activation assay, no phosphate acceptor; higher activation fold means a stronger effect; 200,000 compounds, 0.03% hits; activation fold at 20 µM, or EC50 in µM where a hit was titrated; Alkaline phosphatase, tissue-nonspecific isozyme (Homo sapiens); in the data active means activation fold from about 3, or a potency from the dose series; inactive means the rest, 99 in 100 with activation fold below about 1.6; further: many of its hits are not listed in these tables
# NTR1 agonist = agonists of NTR1, primary screen, imaging, U2OS cells, beta-arrestin-GFP, high content (AID 493036); 330,000 compounds, 0.17% hits; Neurotensin receptor type 1 (Homo sapiens), P30989; NTR1-U2OS beta-arrestin-GFP spot imaging, agonist mode; activation, % at 20 µM;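 active means activation at or above 40% of the spot to cytoplasm intensity ratio, with at least 20 cells analyzed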;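 further: 0% = DMSO without peptide and 100% = 100 nM NTR1 peptide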
# Target sequence (P30989 whole entry, looked up): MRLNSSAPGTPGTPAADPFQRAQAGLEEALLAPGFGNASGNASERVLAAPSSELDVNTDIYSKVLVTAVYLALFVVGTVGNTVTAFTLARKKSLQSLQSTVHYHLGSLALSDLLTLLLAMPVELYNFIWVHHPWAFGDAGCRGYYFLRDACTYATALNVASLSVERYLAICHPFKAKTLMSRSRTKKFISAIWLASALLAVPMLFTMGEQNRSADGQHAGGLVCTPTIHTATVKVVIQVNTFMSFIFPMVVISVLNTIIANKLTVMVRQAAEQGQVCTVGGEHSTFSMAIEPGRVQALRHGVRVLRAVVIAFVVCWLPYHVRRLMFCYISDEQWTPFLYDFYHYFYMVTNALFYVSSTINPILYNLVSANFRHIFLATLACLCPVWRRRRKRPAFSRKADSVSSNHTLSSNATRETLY
# GPR55 beta-arrestin = GPR55 agonists via beta-arrestin recruitment, primary screen, imaging, U2OS cells, beta-arrestin-GFP redistribution (AID 1961). G-protein coupled receptor 55 (Homo sapiens). U2OS GPR55 beta-arrestin-GFP redistribution imaging; higher % means a stronger effect. activation, % at 10 µM; hits with a dose series show EC50 in µM. 290,000 compounds, 0.048% hits;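 active means activation above 40% with more than 50 cells counted in the well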;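 further: U2OS osteosarcoma cells stably expressing GPR55 and beta-arrestin-GFP; plate controls were DMSO negative control for no effect and LPI positive control for full effect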
# CSM14.1 death rescue = rescue of cells from ER stress-induced death, primary screen, 384-well, CSM14.1, thapsigargin, ATP luminescence (AID 1222); 190,000 tested, under 10 active; CSM14.1 thapsigargin-induced death rescue, ATP luminescence; higher % means a stronger effect; one-dose cellular ATP content (survival), % at 20 µM; EC50 in µM for titrated hits;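 active means EC50 below 50 µM in the dose-response confirmation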;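 further: death triggered by thapsigargin at about 15 µM added after 2 h compound pretreatment; cell ATP read after overnight thapsigargin exposure of roughly 18 to 22 hours; normalized against plate controls of thapsigargin alone and 5% DMSO vehicle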
# NOD1 inhibition = NOD1 signaling inhibitors, primary screen, cell-based, luminescence, uHTS (AID 1578); NOD1-driven NF-kB luciferase reporter cells, luminescence; higher % means a stronger effect; inhibition, % at 4 µM; hits with a dose series show EC50 in µM; 290,000 compounds, 1% hits; in the data active means inhibition mostly above about 36%, no sharp cut-off; inactive means mostly below about 34%;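 further: HEK-293T reporter cells stimulated with the NOD1 agonist gamma-tri-DAP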
# KOR beta-arrestin-1 = KOR antagonists, beta-arrestin recruitment, cell-based, luminescence, uHTS (AID 1778); KOR beta-arrestin recruitment, luminescence, antagonist mode; higher % means a stronger effect; Kappa-type opioid receptor (Homo sapiens); 290,000 compounds, 0.091% hits; inhibition, % at 10 µM; hits with a dose series show IC50 in µM; further: strong numbers were not always called active
# KOR beta-arrestin-2 = KOR agonists, beta-arrestin recruitment, primary screen, cell-based, luminescence, uHTS (AID 1777); Kappa-type opioid receptor (Homo sapiens); KOR beta-arrestin recruitment, luminescence; higher % means a stronger effect; activation, % at 10 µM; hits with a dose series show EC50 in µM; 280,000 compounds, 0.02% hits; in the data active means activation above about 50%, passing the limit was not always enough; further: a part of the inactive calls stands beside numbers as strong as those of hits
# HEK293 NOD2/NF-kB = NOD2 signaling inhibitors, cell-based, luminescence, uHTS, HEK293 (AID 1566) | 290,000 compounds, 0.63% hits | HEK293 NOD2/NF-kB luciferase reporter, luminescence; higher % means a stronger effect | inhibition, % at 4 µM; hits with a dose series show EC50 in µM; further: many of its hits are not listed in these tables
# NTR1 agonist cell count 20 µM = also measured in NTR1 agonist; calls as there; cell count; measured here: cell count, cytotoxicity flag
# The depositor's hits bear a star; i = inactive; . = not tested or not shown; [ ] = dose if it differs, or a comment. Unless noted, no stated cut-off is given here; in the data, active means inhibition above about 50%; inactive means the rest.
item	compound	Yfh1-depleted yeast	TNAP activators	NTR1 agonist	NTR1 agonist cell count 20 µM	GPR55 beta-arrestin	CSM14.1 death rescue	NOD1 inhibition	KOR beta-arrestin-1	KOR beta-arrestin-2	HEK293 NOD2/NF-kB
1	CN1CCN(S(=O)(=O)c2ccc(NC(=S)NC(=O)C3CCCC3)cc2)CC1	i	1	-1.1	31	0.3%	-0.8%	-24%	11%	-2.7%	9%
2	CCc1c(C)nc(N)n2c(SCC(=O)N3CCCC(C)C3)nnc12 (stereo not drawn)	i	1.1	-1.9	66	0.2%	-1.2%	-16%	-12%	11%	0%
3	CCC(NC(=O)Cc1cccs1)c1ccccc1 (stereo not drawn)	.	.	-1.1	49	0.5%	.	-16%	-3%	0.3%	4%
4	CCCCSc1nc2c(cc1C#N)CCC2	i	1.1	1.1	69	-0.1%	.	-30%	-5%	0.8%	-2%
5	Nc1c(C(=O)NCCc2ccccc2)nnn1Cc1ccc(Cl)cc1	i	1.1	2.8	78	-0.2%	0.4%	-32%	10%	2.4%	-14%
6	O=S(=O)(CS(=O)(=O)c1ccc(Cl)cc1)c1ccc(Cl)cc1	i	.	-0.7	48	-0.2%	.	-3%	-40%	.	10%
7	COc1ccc(C(=O)Nc2ccccc2C(=O)O)cc1Cl	i	1.1	1.9	40	0.0%	-1.8%	-41%	-35%	5.2%	-59%
8	O=c1sc2ccccc2c(N2CCCCC2)c1[N+](=O)[O-]	i	1.1	-0.2	50	0.2%	-1.3%	-31%	25%	-1.4%	11%
9	Cc1ccc(-c2noc(CNc3ccccc3)n2)cc1	i	1	1.9	74	0.3%	-2.0%	-55%	-4%	-3.6%	-45%
10	N#CCCN(Cc1cccs1)C(=O)Nc1ccc(F)cc1	i	.	2.5	50	-0.2%	.	1%	20%	1.1%	5%

# Results in NOD1 inhibition, for 3 of the compounds above:
cpd | Structure | NOD1 inhibition
8 | O=c1sc2ccccc2c(N2CCCCC2)c1[N+](=O)[O-] | -31%
9 | Cc1ccc(-c2noc(CNc3ccccc3)n2)cc1 | -55%
4 | CCCCSc1nc2c(cc1C#N)CCC2 | -30%

# Further records.
item	compound	Yfh1-depleted yeast	TNAP activators	NTR1 agonist	NTR1 agonist cell count 20 µM	GPR55 beta-arrestin	CSM14.1 death rescue	NOD1 inhibition	KOR beta-arrestin-1	KOR beta-arrestin-2	HEK293 NOD2/NF-kB
11	CC(C)[C@@H](C(=O)NC1CCCC1)N1C(=O)N2CCc3c([nH]c4ccccc34)[C@@]2(C)C1=O	.	.	-0.7	95	1.3%	.	45%	-24%[20 µM]	-2.7%	9%
12	COc1ccc(N2C(=O)C(CC(=O)Nc3ccc(Cl)cc3)N(NC(=O)c3cccc(F)c3)C2=S)cc1 (stereo not drawn)	i	.	7.2	72	0.3%	.	-2%	13%	5.5%	10%
13	COc1ccc(Cl)cc1NS(=O)(=O)N1CCOCC1	.	.	1.2	72	-0.1%	.	-11%	-13%	3.8%	5%
14	CN(CC(=O)Nc1ccccc1Cl)C(=O)CSc1nnc(-c2ccco2)o1	i	1	-0.3	49	-0.3%	-1.5%	-22%	-30%	2.9%	0%
15	Cc1ccccc1NC(=O)CCC(=O)N/N=C/c1ccc(F)cc1	i	1.1	2.9	36	-0.7%	-4.7%	-6%	16%	-5.0%	29%
16	Cc1ccccc1-c1nnn(Cc2ccc(-c3nn[nH]n3)cc2)n1	i	1.1	-1.9	30	-0.1%	-1.1%	31%	12%	7.6%	-15%
17	CCc1nc(SCC(=O)NNC(=O)c2ccc(C)cc2)c2ccccc2n1	.	.	0.6	54	0.5%	.	-5%	-12%	-1.7%	10%
18	Cc1ccc(O)c(CNc2cccc(C)n2)c1	.	.	1.5	63	-0.1%	.	-3%	-24%[20 µM]	-2.4%	7%
19	COc1ccc(/C=C/C(=O)NNc2c(F)c(F)cc(F)c2F)cc1OC	i	1.2	-1.4	38	0.1%	0.8%	.	-12%	2.2%	-18%
20	COc1ccc(-c2cc(C(=O)N3CCOCC3)no2)cc1OC	i	1	-0.2	56	0.0%	-0.7%	-37%	13%	-3.1%	-2%
21	C/C=C/c1ccc(OCCCNC(C)CC)c(OC)c1 (stereo not drawn)	i	1	0.2	92	-0.1%	0.3%	-10%	-2%	16%	2%
22	C/C(=N/NC(=O)c1nnn(-c2nonc2N)c1-c1ccccc1)c1ccncc1	.	.	-1.1	45	0.2%	.	-27%	-30%	2.5%	-16%
23	CC12CC(c3ccccc3O1)N(C(=O)c1ccc(Br)o1)C(=O)N2c1ccccc1 (stereo not drawn)	i	1.1	3.9	85	-0.1%	-1.4%	6%	-14%	-2.0%	-10%
24	CC(C)CC(=O)Nc1nnc(S(=O)(=O)N2c3ccccc3CC2C)s1 (stereo not drawn)	.	.	3.1	63	0.3%	.	-27%	-24%[20 µM]	-5.2%	-6%
25	Cc1ccc(C)c(NC(=S)N(C2CCCCC2)C(C)c2cccnc2)c1 (stereo not drawn)	i	.	-1.2	51	0.0%	.	4%	-28%	5.8%	-5%
26	COc1ccc(N2CCN(C(=O)CSc3nnc(-c4cccnc4)n3-c3ccc(F)cc3)CC2)cc1	i	1	0.0	36	0.1%	7.6%	-38%	-14%	0.7%	6%
27	COc1ccc(CCNC(=O)C2CCC(=O)N2S(=O)(=O)c2ccc(C)cc2)cc1 (stereo not drawn)	.	.	0.4	57	-0.2%	.	-34%	-13%	-1.6%	12%
28	O=C(O)Cn1nnc2ccccc21	i	.	0.0	59	-0.1%	.	-6%	-2%	1.4%	3%
29	COc1cc2c(c(OC)c1OC)-c1c(cc(OC)c(OC)c1OC)C[C@](C)(O)[C@@H](C)C2	i	.	0.7	88	-0.1%	.	-3%	26%	.	24%
30	O=C(O)CN1C(=O)CC(Cc2ccccc2)C1=O (stereo not drawn)	i	1	-1.2	86	-0.2%	0.0%	-2%	14%	-4.5%	2%
31	C/C(Cc1ccccc1)=N\NC(=O)CNC(=O)COc1ccccc1	i	.	0.7	66	0.0%	.	-4%	17%	0.3%	11%
32	COc1cc(NC(=O)COC(=O)CNS(=O)(=O)c2ccc(F)c(F)c2F)cc(OC)c1	i	1.2	-2.0	59	-0.2%	17%	-26%	-5%	10%	13%
33	COc1cc(/C=C/C(=O)OCC(=O)Nc2c(C)n(C)n(-c3ccccc3)c2=O)ccc1OCC#N	i	1.1	0.9	78	0.3%	1.2%	-15%	-3%	-7.1%	12%
34	CC(C)Cn1c(-c2ccc(Br)cc2)c[nH]c1=S	i	0.6	5.1	38	0.5%	-1.5%	9%	6%	-2.9%	10%
35	COc1ccc(S(=O)(=O)n2ccc(C)n2)cc1C	i	1.1	-1.1	43	-0.1%	4.0%	-24%	11%	-2.3%	-1%
36	O=C(Nc1ccc(NC(=O)c2ccco2)nc1)c1cccnc1	i	1.1	-3.1	96	-0.2%	-2.7%	-10%	-4%	-2.3%	15%
37	O=C(CCc1ccccc1)N=C1SC2CS(=O)(=O)CC2N1Cc1ccccc1 (stereo not drawn)	.	.	3.7	72	-0.2%	.	1%	-31%	-1.1%	22%
38	CC(=O)C1C(c2cccc(Oc3ccccc3)c2)NC(=O)NC1(O)C(F)(F)F (stereo not drawn)	.	1.1	2.9	67	-0.1%	-1.2%	11%	9%	4.3%	13%
39	O=C(N/N=C/c1ccccc1Cl)c1n[nH]c2c1CCCC2	i	1.3	-1.6	83	0.0%	-1.1%	57%	-37%	2.0%	-8%
40	O=C(c1ccc([N+](=O)[O-])cc1)N1CCN(Cc2ccccc2)CC1	i	1	1.2	36	0.6%	0.4%	-3%	-12%	-3.5%	3%
41	COc1ccc(CCNc2oc(-c3ccc(C)cc3)nc2C#N)cc1OC	i	1	-1.7	53	0.3%	-2.2%	23%	-70%	4.3%	16%
42	O=C(CCN1CCCC1=O)NC1CCCc2c1cnn2-c1ccccc1F (stereo not drawn)	.	.	-0.3	49	-0.2%	.	-19%	-1%	-0.4%	19%
43	NC(=O)CSc1nnc(-c2ccncc2)o1	i	1	1.3	88	-0.1%	0.3%	-30%	-36%[20 µM]	.	0%
44	CN(C)CCOC(=O)c1sc2ccccc2c1Cl	i	1	0.4	36	-0.1%	.	-22%	-17%	-0.1%	-4%
45	O=C1NCCN(Cc2ccc(Cl)c(F)c2)C1CC(=O)N1CCc2ccccc2C1 (stereo not drawn)	i	1	-0.6	49	-0.1%	0.1%	-10%	-50%[20 µM]	.	7%
46	COc1ccccc1NC(=O)c1sc2nc3n(c(=O)c2c1C)CCC3	.	.	-0.1	71	0.3%	.	-13%	-26%	-3.7%	5%
47	CC1CN(C(=O)Nc2ccc3c(c2)OCO3)CC(C)O1 (stereo not drawn)	i	1.1	-1.1	82	-0.1%	-1.5%	-42%	-4%	3.7%	-21%
48	CCOc1ccc(NC(=O)C/C(N)=N/O)cc1	i	1.1	-0.3	53	-0.1%	-2.7%	-15%	-44%	9.6%	-7%
49	O=c1[nH]c(/C=C/c2ccccc2OC(F)F)nc2c1cnn2-c1ccccc1	i	1	10	56	-0.4%	-5.7%	-4%	0%	13%	5%
50	O=[N+]([O-])c1ccc(CSC2=NCCS2)cc1	.	.	-0.9	61	-0.2%	.	-36%	-19%[20 µM]	-5.9%	-14%

# Brought forward from above: three entries, followed by the next part.
item	compound	Yfh1-depleted yeast	TNAP activators	NTR1 agonist	NTR1 agonist cell count 20 µM	GPR55 beta-arrestin	CSM14.1 death rescue	NOD1 inhibition	KOR beta-arrestin-1	KOR beta-arrestin-2	HEK293 NOD2/NF-kB
48	CCOc1ccc(NC(=O)C/C(N)=N/O)cc1	i	1.1	-0.3	53	-0.1%	-2.7%	-15%	-44%	9.6%	-7%
49	O=c1[nH]c(/C=C/c2ccccc2OC(F)F)nc2c1cnn2-c1ccccc1	i	1	10	56	-0.4%	-5.7%	-4%	0%	13%	5%
50	O=[N+]([O-])c1ccc(CSC2=NCCS2)cc1	.	.	-0.9	61	-0.2%	.	-36%	-19%[20 µM]	-5.9%	-14%
51	COc1ccc(CNC(=O)C[C@H]2C(=O)N(c3ccccc3)C[C@@H]2Cc2ccccc2)cc1	.	.	0.8	110	-0.2%	.	-18%	15%[20 µM]	-4.2%	-15%
52	Cc1ccc(CNC(=O)c2ccc(Cn3nc(C)c(Cl)c3C)o2)cc1	i	1.1	-0.4	58	0.0%	1.5%	-12%	-6%	-4.6%	14%
53	COc1ccc(C(=O)NC(C(=O)NCC(=O)Nc2c(C)cccc2C)C(C)C)cc1 (stereo not drawn)	i	1	-1.3	90	0.0%	-0.1%	-20%	-8%	3.1%	18%
54	O=C1OC(Nc2ccc(F)c([N+](=O)[O-])c2)c2ccccc21 (stereo not drawn)	.	.	-0.5	72	-0.3%	.	2%	-6%	-0.9%	0%

# This is a subset; count on the stated rates, not on these rows.
